Bioassay records as filed in PubChem.
Hck-Nef inh – human Hck-Nef kinase inhibition; P08631; Recombinant Hck-YEEI plus Nef, Z-Lyte FRET kinase assay; hit rate 0.68% among 220,000; AID 463187; inhibition, % at 20 µM;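 active = Hck-Nef kinase inhibition above about 50%, limit read from the data; inactive = inhibition below that limit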;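 also: 0% = DMSO with Hck plus Nef and 100% = Hck alone without Nef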
Thrombin inh – inhibitors of human thrombin | alpha-thrombin, Boc-VPR-AMC fluorogenic substrate cleavage | hit rate 0.26% among 220,000 | inhibition, % at 5 µM | P00734 | AID 1046;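 active = inhibition at or above 40%; inactive = inhibition below 40%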;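 also: 0% = enzyme with no compound and 100% = wells without enzyme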
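System – human alpha-thrombin protein · Reagent – Boc-VPR-AMC substrate, 15 µM final · Compound – 5 µM single dose in 0.2% DMSO · Schedule – reaction at room temperature · Technique – AMC fluorescence at 355 nm excitation and 460 nm emission · Read-out basis – % inhibition relative to enzyme controls and enzyme-free blanks · Control set – no-compound enzyme wells and no-enzyme blanks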
FXIIa inh – blocks human coagulation factor XIIa protease activity | P00748 | purified FXIIa, Boc-QGR-AMC fluorogenic substrate, 2 h | inhibition, % at 5 µM | hit rate 0.3% among 220,000; in the data active = inhibition above about 40%;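 also: 0% = enzyme with no compound and 100% = blank without enzyme; many of its hits are not listed in these tables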
FXIa inh – inhibitors of human coagulation factor XIa; AID 798; inhibition, % at 5 µM; P03951; purified FXIa, Boc-Glu-Ala-Arg-AMC fluorogenic substrate; hit rate 0.14% among 220,000;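 active = inhibition of at least 40%; inactive = inhibition below 40%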;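 also: fluorescence of freed AMC excited at 355 nm; 0% = enzyme without compound and 100% = no enzyme blank; many of its hits are not listed in these tables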
Target sequence (P03951 19-387 limits assumed): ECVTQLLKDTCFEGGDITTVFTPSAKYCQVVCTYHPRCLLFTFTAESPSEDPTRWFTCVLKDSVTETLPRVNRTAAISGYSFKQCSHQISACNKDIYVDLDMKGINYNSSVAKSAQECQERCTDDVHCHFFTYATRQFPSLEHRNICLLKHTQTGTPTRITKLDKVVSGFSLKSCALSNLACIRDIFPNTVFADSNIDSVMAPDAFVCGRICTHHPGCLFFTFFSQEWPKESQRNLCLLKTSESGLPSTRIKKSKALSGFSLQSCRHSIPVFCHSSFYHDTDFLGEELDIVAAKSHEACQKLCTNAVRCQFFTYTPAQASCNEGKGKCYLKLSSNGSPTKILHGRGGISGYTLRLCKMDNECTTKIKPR
Target sequence (P03951 388-625 limits assumed): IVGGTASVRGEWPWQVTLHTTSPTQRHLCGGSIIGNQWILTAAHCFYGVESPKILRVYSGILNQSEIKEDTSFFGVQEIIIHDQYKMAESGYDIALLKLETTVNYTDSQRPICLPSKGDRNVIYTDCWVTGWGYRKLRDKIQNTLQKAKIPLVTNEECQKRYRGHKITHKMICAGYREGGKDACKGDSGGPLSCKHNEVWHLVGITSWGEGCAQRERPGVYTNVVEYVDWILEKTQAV
Cl transport mod – modulators of human KCC2 chloride dependent transport; Q9H2X9; KCC2 cells, thallium flux FluoZin-2 fluorescence; B-score of Tl+ flux slope (higher = more flux/activation; lower = inhibition) at 10 µM; hit rate 2.2% among 190,000; AID 1456;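 active = thallium flux slope and its plate-corrected score both differing from the plate sample mean at a set confidence after two filtering rounds, in either direction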;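 also: slope of fluorescence scaled to starting intensity during 10 to 20 s after thallium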
Rad51 HR inh – Rad51 (human) homologous recombination inhibition | Q06609 | hRad51 DNA strand exchange, fluorescence dequenching | inhibition, % at 10 µM | hit rate 0.085% among 200,000;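 active = inhibition above 40% at the single screening dose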;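 also: 0% = DMSO control wells and 100% = blanks with heterologous ssDNA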
Target sequence (Q06609 whole entry, looked up): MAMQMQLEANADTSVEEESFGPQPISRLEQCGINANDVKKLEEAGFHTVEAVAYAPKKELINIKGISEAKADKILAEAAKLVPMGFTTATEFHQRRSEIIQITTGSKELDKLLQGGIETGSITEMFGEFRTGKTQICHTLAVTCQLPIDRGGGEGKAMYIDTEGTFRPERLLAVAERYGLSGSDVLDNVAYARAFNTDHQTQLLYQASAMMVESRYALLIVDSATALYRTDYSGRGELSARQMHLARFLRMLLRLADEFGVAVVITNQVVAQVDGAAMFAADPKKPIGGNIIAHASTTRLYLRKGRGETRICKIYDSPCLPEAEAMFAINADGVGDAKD
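Test system – preformed human Rad51 ssDNA filaments · Reagent – Donor/quencher-labelled 47-bp dsDNA substrate · Incubation – 37 °C 15-min filament assembly, 30-min compound preincubation, 15-min exchange · Signal – FRET fluorescence dequenching, excitation 485 nm, emission 520 nm · Read-out – percent inhibition from fluorescence, normalised to plate control and blank means · Benchmarks – plate control and blank wells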
KLK5 inh – blocks human kallikrein 5 protease activity; Q9Y337; recombinant hK5, fluorogenic AMC substrate cleavage; inhibition, % at 5 µM; hit rate 0.59% among 210,000;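 active = inhibition of 40% or more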;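 also: 0% = enzyme controls without compound and 100% = no-enzyme blanks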
TNF necrop inh – blocks TNF-alpha induced death of Jurkat FADD-/- cells; Jurkat FADD-/- TNF necroptosis rescue, ATP luminescence, 24 h; 0 = TNF only, 100 = no-TNF cells; activation (protection from cell death), % at 10 µM; hit rate 0.068% among 220,000; AID 463075;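 active = activation, meaning protection from cell death, of at least 50% relative to plate controls; inactive = activation below 50%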;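 also: necroptosis triggered by 40 ng/mL TNF-alpha added together with compound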
L929 necroptosis – blocks zVAD induced death of L929 cells | hit rate 0.38% among 220,000 | viability rescue, % at 10 µM | L929 zVAD necroptosis rescue, ATP luminescence, 24 h; with zVAD 60 µM | AID 1377;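 active = activation, scaled between plate controls, above about 75%, limit read from the data; inactive = activation under that limit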;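 also: 0% = zVAD with DMSO and 100% = DMSO alone without zVAD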
Numbers without * were called inactive; . = no result given.

SMILES | Hck-Nef inh | Thrombin inh | FXIIa inh | FXIa inh | Cl transport mod | Rad51 HR inh | KLK5 inh | TNF necrop inh | L929 necroptosis
COC(=O)C(NC(C)=O)(Nc1ccccc1)C(=O)OC | 2 | -2 | 9 | 4 | -0.11 | -2 | -9 | 0.1 | 1.0
CC(=O)N1CCn2c3ccc(C)cc3c3cccc1c32 | -7 | -3 | 10 | 5 | -0.098 | 3 | 12 | 0.4 | -0.2
CCC(=O)Oc1ccc(C(=O)Nc2cccc(C(=O)NCC(C)C)c2)cc1 | -2 | -2 | 4 | -1 | -0.064 | . | 13 | 2.8 | 2.1
CCOC(=O)c1ccc(NC(=O)COc2ccc(CNCCO)cc2OCC)cc1 | -1 | -3 | -9 | -8 | -0.66 | 0 | -28 | 2.8 | 74
COc1ccccc1NC(=O)c1ccc(NC(=O)COC(=O)C2CC2C)cc1 (stereo unspecified) | -2 | -7 | 9 | -6 | -1.4 | 8 | -11 | 1.6 | 0.1
CCOc1ccc(NS(=O)(=O)c2ccc(NS(C)(=O)=O)cc2)cc1 | -6 | 3 | 24 | 20 | -0.52 | 2 | -13 | 0.4 | -0.1
Cc1cc(C)nc(NS(=O)(=O)c2ccc(NC(=O)c3cccc(N4C(=O)CCC4=O)c3)cc2)n1 | 2 | -6 | 6 | 1 | 0.13 | -3 | -15 | 0.6 | 0.0
CCNC(=S)Nc1ccc(S(=O)(=O)Nc2cc(C)nc(C)n2)cc1 | 20 | -2 | 6 | 0 | 0.57 | 2 | 7 | 0.2 | 2.1
COc1ccc(/C=C(\C#N)C(=O)OCC(=O)N2CC(C)OC(C)C2)cc1 (stereo unspecified) | 22 | 13 | 7 | -2 | 0.62 | -5 | 1 | -0.2 | 2.5
CSCC[C@H](NC(=O)Nc1ccc(OC(F)(F)F)cc1)C(=O)O | 10 | -3 | 6 | -16 | 0.095 | 1 | 24 | 0.3 | 0.1

Structures listed so far containing two or more sulfur atoms, in the order listed:
SMILES | Hck-Nef inh | Thrombin inh | FXIIa inh | FXIa inh | Cl transport mod | Rad51 HR inh | KLK5 inh | TNF necrop inh | L929 necroptosis
CCOc1ccc(NS(=O)(=O)c2ccc(NS(C)(=O)=O)cc2)cc1 | -6 | 3 | 24 | 20 | -0.52 | 2 | -13 | 0.4 | -0.1
CCNC(=S)Nc1ccc(S(=O)(=O)Nc2cc(C)nc(C)n2)cc1 | 20 | -2 | 6 | 0 | 0.57 | 2 | 7 | 0.2 | 2.1

Later entries
SMILES | Hck-Nef inh | Thrombin inh | FXIIa inh | FXIa inh | Cl transport mod | Rad51 HR inh | KLK5 inh | TNF necrop inh | L929 necroptosis
COC(=O)CSc1nnc(-c2ccco2)n1-c1ccc(C)cc1 | 1 | 1 | 13 | 2 | . | -11 | 4 | -2.4 | 0.1
CCOC(=O)c1c(-c2ccccc2)nc2ccc(C)cn12 | -1 | -2 | 3 | 2 | -1.3 | -6 | 0 | -4.7 | -0.2
COc1ccc(CCNC(=O)CN2CCC(C)CC2)cc1OC | 3 | 1 | 10 | 0 | -0.18 | 0 | -2 | -1.0 | 0.0
COC(=O)c1c(N)sc2c1CC(C)(C)OC2 | 5 | 2 | 10 | -4 | -0.079 | 17 | 0 | -0.4 | 1.9
Cc1cc(C)c2c(c1)c(C)cc1nnc(SCC(=O)c3cccs3)n12 | 0 | 4 | 15 | 3 | . | -39 | 6 | 0.9 | 1.0
COC(=O)c1ccccc1NC(=O)c1cc(-c2ccc(OC)c(OC)c2)on1 | 4 | . | . | . | 0.48 | . | . | -2.0 | -0.3
Cc1cc(C(=O)CN2C(=O)NC3(CCCc4ccccc43)C2=O)c(C)n1C (stereo unspecified) | 0 | -3 | 10 | 6 | -0.44 | 3 | 0 | 1.7 | 0.3
COC(=O)c1cccc(NC(=O)CN2CCOCC2)c1 | -2 | -19 | 5 | 5 | -0.17 | 6 | 0 | -0.4 | 0.0
Cc1ccc2c(c1)NC(=O)C(CC(=O)NCCCN1CCCC1=O)O2 (stereo unspecified) | -1 | -6 | 13 | -5 | . | -5 | -3 | -0.8 | 0.2
Cc1ccsc1-c1nc(CN2C[C@@H](C)O[C@@H](C)C2)c(C)o1 | 19 | -5 | 4 | -9 | 0.11 | -38 | -3 | 0.0 | -0.1
Nc1nc2n(n1)C(c1cccs1)CC(c1ccc(Br)cc1)N2 (stereo unspecified) | 0 | -3 | -16 | -10 | . | -2 | -54 | -1.5 | -0.5
COc1ccc(C(=O)NCCCCCC(=O)N/N=C/c2ccco2)cc1OC | -5 | 0 | 10 | 4 | -0.002 | . | -10 | 1.0 | .
CCCCC(=O)Nc1cccc(C(=O)Nc2ccccc2C(=O)O)c1 | 27 | -3 | 3 | -5 | . | 9 | 9 | 0.5 | 2.0
CC1(C)CC(=O)C2=C(C1)OC(N)=C(C#N)C21C(=O)N(Cc2ccccc2Cl)c2ccccc21 (stereo unspecified) | -3 | 0 | 19 | 3 | -1.9 | -6 | -8 | -1.7 | 0.3
Cc1cccc(-c2cc(C(=O)NCCCn3ccnc3)c3ccccc3n2)c1 | -1 | -1 | 7 | -4 | . | . | -2 | -3.9 | 0.2
O=C(O)CC(Cc1ccc(Br)cc1)C(=O)O (stereo unspecified) | -2 | -3 | 61* | -13 | -0.73 | . | 0 | 0.2 | 1.1
O=C1CC2CS(=O)(=O)CC2N1c1ccc(Oc2ccccc2)cc1 (stereo unspecified) | 0 | -12 | 1 | -1 | -0.43 | -7 | -20 | -1.1 | 0.0
CCN1/C(=C2\OC(=S)N(C)C2=O)Sc2ccccc21 | 7 | -1 | -9 | -2 | . | . | -6 | -0.5 | 1.1
S=c1[nH]c2cc(-c3ccccc3)ccc2o1 | 17 | -5 | 2 | -4 | . | 4 | -5 | 1.5 | 0.3
CC1=C(C(=O)OC2CCCC2)C(c2coc3ccccc3c2=O)C2=C(CCCC2=O)N1 (stereo unspecified) | 14 | -8 | 1 | 0 | -0.22 | 1 | -6 | -5.1 | 1.5
O=C(Nc1ccc(OC(F)F)cc1)c1ccccn1 | 20 | 11 | 10 | 3 | 0.57 | 9 | 0 | -0.2 | 8.7
CCc1ccc2c(c1)c1nnc(NN)nc1n2C | 12 | 3 | 8 | -1 | -0.38 | 9 | 0 | -0.8 | 1.3
S=C(NCCOCCOCCNC(=S)Nc1ccccc1)Nc1ccccc1 | -2 | 0 | 13 | 5 | -1.6 | . | . | -1.0 | 0.0
Cc1ccc(NS(=O)(=O)c2ccc(C(=O)N3CCN(c4ccccn4)CC3)cc2)cc1 | 80* | -3 | 10 | 2 | -1.4 | 13 | 0 | -2.8 | 0.6
O=c1oc(-c2ccccc2NS(=O)(=O)c2ccc(Cl)cc2)nc2ccccc12 | 1 | 0 | 8 | 4 | . | -16 | 4 | 0.7 | 0.4
COc1ccc(NC(=O)CN2CCN(C(=S)NC3CCCC3)CC2)cc1 | 19 | -5 | 9 | 0 | -0.21 | -5 | 1 | 0.6 | 0.2
Nc1cc(C(=O)O)ccc1Sc1ccccc1C(=O)O | -5 | -1 | 10 | 2 | 1.4 | . | . | -1.7 | -0.5
CN(C)CCNc1ncnc2c1sc1nc(N3CCCC3)c3c(c12)CC(C)(C)OC3 | 32 | -7 | 7 | -1 | -0.53 | . | 2 | -12 | 4.0
CCOC(=O)c1c(N)nn(C(=O)CC)c1-c1ccccc1 | -6 | 1 | -6 | -1 | -0.94 | -9 | 2 | 1.8 | 0.2
CC(C)(C)n1nnnc1C(c1ccc(Cl)cc1)N(Cc1cccnc1)Cc1ccco1 (stereo unspecified) | 10 | -1 | 13 | 9 | -2.2 | -1 | -4 | -3.1 | -0.4
NS(=O)(=O)c1cnccc1Nc1ccc(Cl)c(Cl)c1 | 2 | -6 | 4 | -1 | -0.7 | . | -14 | -0.3 | -0.5
COc1ccc(OC)c(/C=C/C(=O)NC2=NCCS2)c1 | 12 | -6 | 5 | -1 | -0.83 | 2 | 6 | 1.7 | 70
CCN1C(=O)CC(C(=O)Nc2ccc(F)cc2)SC1=Nc1ccc2c(c1)OCO2 (stereo unspecified) | 0 | -4 | 13 | 4 | 1.9 | 6 | -14 | -0.1 | 0.0
O=C(CNC(=O)c1ccc(Cl)cc1)OCC(=O)N1CCCC1 | -25 | 12 | 17 | 1 | 0.4 | -8 | 20 | 1.1 | 1.0
O=C(CN1C(=O)C2CC=CCC2C1=O)NCc1ccc2c(c1)OCO2 (stereo unspecified) | -2 | -1 | 8 | -8 | 1.1 | -5 | -4 | 0.6 | 0.4
Cn1cc(/C=N\NC(=O)C2COc3ccccc3O2)c2ccccc21 (stereo unspecified) | 2 | -3 | 5 | -1 | 0.49 | . | 1 | -0.5 | 3.0
CC(C)Oc1ccc(C(=O)N2CCCc3ccccc32)cc1 | 4 | 8 | 1 | -8 | -0.68 | -4 | -42 | -3.6 | -0.1
O=C(OCC(=O)N1CCc2ccccc21)c1ccc[n+]([O-])c1 | 2 | 4 | 12 | 5 | . | -4 | -10 | 0.0 | 0.2
COC(=O)c1ccc(COC(=O)c2ccc(SC)cc2OC)cc1 | 1 | -3 | -1 | 2 | 0.33 | -3 | -5 | 1.9 | 0.7
Cc1noc(N)c1C(=O)Nc1ccc(C(C)(C)C)cc1 | 0 | -3 | 3 | -12 | 0.39 | -4 | -4 | -2.2 | 0.6
O=C(c1ccc([N+](=O)[O-])cc1)N1CCN(Cc2ccccc2[N+](=O)[O-])CC1 | 23 | 1 | 6 | 0 | . | 3 | 17 | 2.6 | 0.2
CC(C)OCCCNC(=O)Nc1cccc2ccccc12 | 17 | -10 | 2 | -3 | -1 | -9 | -2 | 0.4 | 1.9
CCc1nc2sc3ccccc3c(=O)c2c(=O)n1Cc1ccco1 | 8 | -3 | 9 | 2 | 0.43 | -14 | -4 | 9.0 | 1.4
C1=CN2CCC1C(c1ccccc1)C2 (stereo unspecified) | 1 | -4 | 8 | -3 | -0.11 | 1 | -6 | -2.1 | -0.4
O=C(CSc1ccccc1)N1CCN(c2ccccn2)CC1 | 1 | -6 | 3 | -6 | -0.042 | 27 | -10 | 0.8 | 1.6
COc1ccc(C(C(=O)NC2CCCCC2)N(C(=O)c2ccccn2)c2cccnc2)cc1 (stereo unspecified) | 24 | 5 | 3 | -2 | . | -2 | 7 | -1.3 | 0.6
CCn1nnnc1SCC(=O)NCc1cccs1 | 0 | -18 | 26 | 1 | 0.87 | 9 | -8 | 0.8 | -0.1
Cc1cc(C)nc(N2CCC(C(=O)NC3CCCc4ccccc43)CC2)n1 (stereo unspecified) | 0 | -3 | 12 | 1 | 0.045 | -1 | -7 | -2.6 | 0.4
CCOC(=O)C(NCCc1ccccc1)(NC(C)=O)C(F)(F)F (stereo unspecified) | 6 | -4 | 6 | 5 | 0.011 | 0 | -13 | 1.1 | -0.3
CN(C)c1ccc(CNc2ncn[nH]2)cc1 | 24 | -9 | 3 | -7 | 0.92 | -1 | -2 | -0.5 | 2.0
Cc1[nH]n(-c2ccccc2)c(=O)c1C=Nc1ccc(S(=O)(=O)N(C)C)cc1 | 2 | -2 | 9 | 5 | 0.12 | 2 | -14 | 0.1 | 0.2

Not all compounds are listed; rates above refer to the full screens.
